Menin-MLL TR inh = qHTS Assay for Inhibitors Targeting the Menin-MLL Interaction in MLL Related Leukemias: Competition With Texas Red Labeled MLL-derived Mutant Peptide; Menin + Texas Red MLL mutant peptide, fluorescence polarization; Potency, µM (series often up to 61.6 µM), without a hit: at the top dose FP activity change, negative = inhibition, most hits filed as inhibitors; O00255; 270,000 tested, 0.23% active; active = well fitted inhibition curve with a large enough effect in the polarisation, with a control signal flat, not every such curve was filed as active; inconclusive = small, poorly fitted or top-dose-only effect, or effect the other way, or a change in a side signal; inactive = no such curve, though single readings can be large or run the other way; the % refers to the polarisation; note: potency is the fitted concentration of half-maximal effect; % of control where 0% means no effect; many of its hits are not listed in these tables
USP2a block = qHTS Assay for Inhibitors of Ubiquitin-specific Protease USP2a Using CHOP2 as the Reporter. Potency, µM (titrated, usually from 38.3 µM), for the others: at the highest dose activity change, negative = inhibition, actives largely listed as inhibitors. USP2 core, Ub-CHOP2 coupled fluorogenic reporter, 485/531. AID 463254, 2010. Ubiquitin carboxyl-terminal hydrolase 2 (Homo sapiens), O75604. 330,000 tested, 0.01% active;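 note: potency is the fitted concentration of half-maximal effect; plate controls were DMSO wells for no effect and full inhibition by NEM control for full effect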
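USP2 core (10nM final) preincubated 30min RT with compound in 20mM Tris-HCl pH 8.0, 2mM CaCl2, 2mM beta-mercaptoethanol, 0.05% CHAPS; 25nM Ub-CHOP2 plus 25nM reporter substrate added, fluorescence (Ex485/Em531) read after 60min.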
Mito fusion act = qHTS Assay for Small Molecule Inhibitors of Mitochondrial Division or Activators of Mitochondrial Fusion. S. cerevisiae fusion-defective mutant growth rescue, CellTiterGlo 48 h. Potency, µM (highest dose often 46.1 µM), for the others: top-dose growth rescue (activation), hits mostly activators. 320,000 tested, 0.23% active;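 note: potency is the fitted concentration of half-maximal effect; % of control where 0% means no effect; nearly all actives have a fitted effect of over 45% in size; temperature-sensitive fusion mutants such as fzo1-1 at 37 °C on non-fermentable ethanol glycerol medium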
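Growth-rescue viability read-out: after 48 h at the non-permissive 37C in glycerol/ethanol YPEG, yeast mitochondrial fusion mutants are measured by CellTiterGlo luminescence; compounds (23 nl pinned per well) restoring growth score as division inhibitors or fusion activators.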
hERG WT inh = qHTS for Inhibitors of KCHN2 3.1: Wildtype qHTS; AID 720551, 2013; U2OS, BacMam KCNH2, thallium flux FluxOr; hits give low values; 340,000 tested, 0.37% active; activity change, % at 1.84 µM;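 active = maximum activity change below -70%; inconclusive = maximum activity change between -70% and -50%; inactive = maximum activity change above -50%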; note: % is set by controls: 0 for no effect and ±100 for the full control effect
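U2OS cells transduced with wild-type KCNH2 virus are loaded with FluxOr dye for 45 min, and thallium flux is measured in kinetic reads before and after stimulation buffer. Rate constants are normalized to DMSO controls.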
TSHR antag = Antagonists of the Thyroid Stimulating Hormone Receptor: HTS campaign | Thyrotropin receptor (Homo sapiens), P16473 | TSHR-expressing cells, TSH-stimulated cAMP HTRF, 2 h; hits give low values | activity change, negative = inhibition, % at 11.5 µM | 330,000 tested, 0.2% active;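 active = activity change below a set negative limit, meaning inhibition stronger than a set level, cut at about -70% in these data; inconclusive = activity change between two set negative limits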; note: % is set by controls: 0 for no effect and ±100 for the full control effect
Target sequence (P16473 whole entry, looked up): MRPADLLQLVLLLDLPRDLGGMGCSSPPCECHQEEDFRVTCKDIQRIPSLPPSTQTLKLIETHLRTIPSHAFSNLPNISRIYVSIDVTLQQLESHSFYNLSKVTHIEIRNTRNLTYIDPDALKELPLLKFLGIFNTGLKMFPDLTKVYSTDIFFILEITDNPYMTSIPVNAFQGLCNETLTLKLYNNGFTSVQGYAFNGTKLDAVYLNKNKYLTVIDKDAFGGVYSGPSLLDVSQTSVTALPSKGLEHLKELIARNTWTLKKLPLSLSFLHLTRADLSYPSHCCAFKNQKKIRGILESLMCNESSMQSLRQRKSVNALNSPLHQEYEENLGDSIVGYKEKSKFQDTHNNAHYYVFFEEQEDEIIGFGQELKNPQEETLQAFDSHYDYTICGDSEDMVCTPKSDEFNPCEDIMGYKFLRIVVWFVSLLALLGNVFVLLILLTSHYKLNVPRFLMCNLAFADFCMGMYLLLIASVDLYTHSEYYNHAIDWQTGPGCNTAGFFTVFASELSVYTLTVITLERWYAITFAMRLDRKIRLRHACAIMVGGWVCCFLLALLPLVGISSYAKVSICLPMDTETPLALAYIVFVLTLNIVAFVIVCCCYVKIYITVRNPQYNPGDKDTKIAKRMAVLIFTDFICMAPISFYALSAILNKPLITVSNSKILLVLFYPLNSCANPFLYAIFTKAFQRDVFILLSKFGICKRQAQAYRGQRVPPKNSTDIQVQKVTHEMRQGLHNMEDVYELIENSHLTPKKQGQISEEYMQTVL
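TSHR-expressing cells were treated with compounds, then stimulated with TSH at EC80 (4nM final) for 2 hours at 37 deg C. Cellular cAMP was measured by HTRF competition between lysate cAMP and cAMP-d2 for a cryptate-labelled anti-cAMP antibody.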
ASM inhibitor = Inhibitors of Secretory Acid Sphingomyelinase (S-ASM): qHTS | Sphingomyelin phosphodiesterase (Homo sapiens), P17405 | placental ASM, HMU-PC fluorogenic substrate, 60 min | Potency, µM (top dose mostly 57.5 µM), inactives show top-dose activity change, negative = inhibition, usual class: inhibitors | 340,000 tested, 0.006% active; note: potency is the fitted concentration of half-maximal effect
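Steps: dispense placental human ASM, pin compound, wait 10 min at room temperature, add HMU-PC0 substrate at 9 uM final, incubate 60 min at 37 °C, add stop solution raising pH to 10, read fluorescence.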
GALK inhibitor = qHTS Assay for Inhibitors of Human Galactokinase (GALK); P51570; Purified GALK, Kinase-Glo residual ATP luminescence; Potency, µM (series often up to 57.5 µM), without a hit: at the highest dose activity change, negative = inhibition, actives largely listed as inhibitors; 270,000 tested, 0.007% active; note: potency is the fitted concentration of half-maximal effect; % is set by controls: 0 for no effect and ±100 for the full control effect
Target sequence (P51570 whole entry, looked up): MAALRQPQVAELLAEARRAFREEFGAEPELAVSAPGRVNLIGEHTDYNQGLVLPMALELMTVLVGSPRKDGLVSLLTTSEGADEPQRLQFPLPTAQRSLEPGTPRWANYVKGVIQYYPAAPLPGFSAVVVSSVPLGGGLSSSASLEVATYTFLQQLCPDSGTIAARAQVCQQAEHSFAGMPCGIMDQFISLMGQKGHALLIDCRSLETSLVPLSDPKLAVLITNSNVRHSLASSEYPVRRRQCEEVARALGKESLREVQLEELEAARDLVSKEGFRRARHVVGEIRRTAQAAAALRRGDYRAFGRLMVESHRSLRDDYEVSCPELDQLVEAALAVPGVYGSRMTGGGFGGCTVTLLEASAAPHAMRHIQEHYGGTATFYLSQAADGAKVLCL
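5 nM enzyme, 35 uM ATP, 100 uM galactose, 20 mM HEPES pH8.0, 5 mM MgCl2; 1 h RT; residual ATP by Kinase-Glo Plus luminescence, qHTS format.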
Eya2 inh = qHTS Assay for Inhibitors of the Phosphatase Activity of Eya2; Protein phosphatase EYA2 (Homo sapiens), O00167; recombinant Eya2, OMFP fluorescence dephosphorylation (OMFP is methylfluorescein phosphate); 330,000 tested, 0.006% active; Potency, µM (doses to about 76.9 µM), inactives show at the highest dose activity, negative = inhibition, actives largely listed as inhibitors; note: potency is the fitted concentration of half-maximal effect; % is set by controls: 0 for no effect and ±100 for the full control effect
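Eya2 protein (added as 0.2 uM solution) was preincubated with compound for 10 min at ambient temperature in 50 mM HEPES pH 7.5, 50 mM NaCl, 5 uM MgCl2, 0.05% BSA, 1 mM DTT. OMFP (added at 50 uM) then reacted 10 min; fluorescence read at 485/525 nm.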
MBNL1 CUG block = qHTS Assay for Inhibitors of MBNL1-poly(CUG) RNA binding | 280,000 tested, 0.036% active | Muscleblind-like protein 1 (Homo sapiens), Q9NR56 | TR-FRET MBNL1-His/biotin-(CUG)12 binding, 665/545 ratio | Potency, µM (highest dose often 57.5 µM), inactives show top-dose activity change, negative = inhibition, most hits filed as inhibitors | AID 2675, 2010; active = well fitted inhibition curve with a large enough effect in the signal ratio, with a control signal flat, not every such curve was filed as active; inconclusive = small, poorly fitted or top-dose-only effect, or effect the other way, or a change in a side signal; inactive = no such curve, though single readings can be large or run the other way; the % refers to the signal ratio; note: potency is the fitted concentration of half-maximal effect; % is set by controls: 0 for no effect and ±100 for the full control effect
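TR-FRET readout: Ex 340 nm, 665/545 nm emission ratio, normalized to buffer-only (basal) and MBNL1-(CUG)12 controls. Complex of MBNL1-His with Biotin-(CUG)12, compounds 92 nM–58 uM, incubated 60 min at room temperature.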
BCR signal inh = qHTS Assay to Find Inhibitors of Chronic Active B-Cell Receptor Signaling | Potency, µM (highest dose often 46.1 µM), for inactives: at the highest dose ratio change, negative = lower green/red ratio, most hits filed as inhibitors | ABC-DLBCL IkBa-CBG/CBR reporter, luminescence ratio, 4 h | AID 493014, 2011 | 340,000 tested, 0.05% active; active = well fitted inhibition curve with a large enough effect in the signal ratio, with a control signal flat, not every such curve was filed as active; inconclusive = small, poorly fitted or top-dose-only effect, or effect the other way, or a change in a side signal; the % refers to the signal ratio;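 note: potency is the fitted concentration of half-maximal effect; plate controls were basal doxycycline-induced cells for no effect and cells given 10 µM MG132 for full effect; MG132 reads +100%, hits lower the ratio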
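TMD8 human ABC-DLBCL cells with doxycycline-inducible IκBα–green luciferase fusion and unfused red luciferase, in 0.5% FBS medium; compounds up to 46 uM, 4 h at 37C. Green/red luminescence ratio, filter-overlap corrected, fitted to concentration-response curves.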
PKM2 act = qHTS Assay for Activators of Human Muscle isoform 2 Pyruvate Kinase | Pyruvate kinase PKM (Homo sapiens), P14618 | purified PKM2, Kinase-Glo ATP luminescence, activation; response scale: 0% is enzyme alone, no compound | Potency, µM (titrated, usually from 57.5 µM), for inactives: at the highest dose activation, actives largely listed as activators | 260,000 tested, 0.34% active; note: potency is the fitted concentration of half-maximal effect; % is set by controls: 0 for no effect and ±100 for the full control effect; nearly all actives have a fitted effect of over 55% in size
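Purified hPK-M2 (>95% pure) converted ADP (0.1 mM final) to ATP with 0.5 mM PEP in 50 mM imidazole pH7.2, KCl, MgCl2, Tween 20, BSA; 1 h at room temperature. ATP detected by Kinase-Glo luminescence.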
* hit, by the source's call; ? = inconclusive; nt = not tested or not shown; [ ] = another dose, or the depositor's remark. Unless noted, calls come from the whole dose curve; as a rule, active = well fitted curve in the direction sought with a large enough effect; inconclusive = small, poorly fitted or top-dose-only effect, or another doubt; inactive = no such curve, though single readings can be large; an effect the other way counts as inactive or inconclusive. The list is partial; rates above refer to the full screens.

SMILES | Menin-MLL TR inh | USP2a block | Mito fusion act | hERG WT inh | TSHR antag | ASM inhibitor | GALK inhibitor | Eya2 inh | MBNL1 CUG block | BCR signal inh | PKM2 act
CCOc1ccccc1C(=O)N(Cc1ccc(C)o1)C1CCS(=O)(=O)C1 (stereo not drawn) | 1% | 3% | -2% | -14 | -7 | -1% | -1% | 1% | 3% | 5% | 0%
COc1ccc(OCc2cccc(C(=O)NN)c2)cc1 | 0% | -3% | -9% | -4 | 27 | -2% | 4% | 3% | -10% | ? | -2%
CCCCOCCOCCOCCCC | nt | 1% | 3% | -2 | 13 | 4% | nt | 8% | nt | -2% | nt
COc1cc(OC)nc(NC(=O)NS(=O)(=O)c2ccc(F)cc2)n1 | 1% | 0% | 2% | 0 | 18 | 4% | 0% | -5% | nt | 0% | 1%
COc1cc(/C=N\NC(=O)CNC(=O)C(c2ccccc2)c2ccccc2)ccc1O | nt | 1% | 1% | -3 | -1 | 66%[activator] | 1% | 14% | 4% | -18% | 1%
O=C(N/N=C/c1ccc(OC(=O)c2ccccc2)cc1)c1cccc(O)c1 | 12% | 0% | -3% | -3 | -6 | 4% | 5% | 0% | 5% | ? | -10%
COc1cc(CO)ccc1OCC(=O)Nc1ccc(Br)cc1 | 4% | 0% | 8% | nt | -2 | 4% | 1% | -27% | -1% | -11% | -3%
O=C(O)CCc1ccc(-c2ccc(Cl)cc2)n1NC(=O)c1ccc(O)cc1 | ? | 1% | 1% | -8 | 11 | 13% | -1% | 15% | -2% | ? | 27%
CC1CC(C)CN(c2cc(=O)n(Cc3ccc(F)cc3)c(=O)[nH]2)C1 (stereo not drawn) | 3% | -1% | -2% | 5 | 3 | 0% | 1% | -16% | -6% | 5% | -10%
COc1ccc(N2CCN(CC(=O)Nc3ccccc3SC)CC2)cc1 | ? | 2% | -2% | 4 | 6 | -1% | 0% | -9% | -7% | 1% | 8%
CCCOc1ccc(C2NC(=O)CCC2[N+](=O)[O-])cc1 (stereo not drawn) | 2% | 1% | -1% | -8 | 13 | 0% | 1% | -9% | -3% | 5% | 11%
COc1cc(N2CCCC2)c(OC)cc1/C=c1/sc2nc3ccccc3n2c1=O | -19% | 7% | -3% | nt | 10 | nt | 0% | 10% | -1% | 2% | 0%
Cc1ccc2sc(N(CCCN(C)C)C(=O)c3ccc(S(=O)(=O)N(C)Cc4ccccc4)cc3)nc2c1C | nt | -5% | 11% | -4 | 19 | ? | nt | -35% | nt | ? | nt
COCCCNC(=O)C[C@H]1C[C@H](C(=O)N(C(C)C)C(C)C)[C@@]2(C)c3[nH]c4ccc(Cl)cc4c3CCN2C1=O | nt | 3% | nt | -12 | 4 | -3% | nt | -5% | nt | 2% | nt
CN(C)CCCOC(=O)c1ccccc1Cl | 8% | 1% | -2% | -19 | 17 | 0% | 3% | 9% | 1% | ? | -2%
O=C(CSCc1ccccc1)N1CCN(c2ccc(F)cc2)CC1 | -8% | 0% | 4% | 1 | -11 | -2% | 0% | -4% | 1% | ? | -3%
CN(Cc1ccccc1)C(=O)CN1C(=O)NC(C)(c2ccc(C(C)(C)C)cc2)C1=O (stereo not drawn) | 0% | 0% | 6% | 1 | 7 | -4% | 3% | -5% | 0% | 5% | 0%
COc1ccc(C(c2nnnn2C2CCCC2)N2CCN(C(=O)c3ccco3)CC2)cc1OC (stereo not drawn) | nt | -1% | 4% | -2 | 5 | 1% | -1% | ? | -1% | 1% | nt
Cc1ccc2nc(SCC(=O)Nc3ccc(C(N)=O)cc3)[nH]c2c1 | -5% | 0% | 0% | 6 | 31 | -2% | 0% | 1% | -9% | ? | 1%
COc1ccc(-c2noc(C3CCCN(C(=O)c4ccc(C)cc4)C3)n2)cc1 (stereo not drawn) | nt | 8% | -5% | 9 | -7 | -7% | 0% | 3% | -9% | 6% | 1%
COc1ccc(C2Nc3ccccc3C(=O)N2c2ccc(C)cc2)cc1Cn1cc([N+](=O)[O-])cn1 (stereo not drawn) | 10% | -4% | 5% | -9 | 49 | -7% | -1% | -4% | 11% | -10% | -7%
Cc1cc(C)n(CCC(=O)N/N=C/c2c(O)ccc3ccccc23)n1 | nt | -4% | 3% | 6 | 0 | 51% | -2% | -4% | 12% | ? | 8%
O=C(C1CCC1)N1CCc2cc(S(=O)(=O)Nc3ccc4c(c3)OCCO4)ccc21 | 9% | 0% | 2% | -2 | -13 | -2% | 2% | 15% | 1% | -5% | 9%
Cc1ccc2[nH]c(O)c(N=NC(=O)c3ccc(NS(=O)(=O)c4cccs4)cc3)c2c1 | nt | 0% | 0% | 5 | -4 | -1% | -3% | 3% | 10% | ? | 4%
CCOC(=O)c1c(NC(=S)Nc2ccccc2)sc2c1CCCCC2 | 5% | 1% | 0% | 0 | 10 | 0% | -3% | 15% | 6% | 7% | 3%
CNC(=O)CN1C(=O)NC2(CCc3ccccc32)C1=O (stereo not drawn) | 4% | 5% | -1% | 4 | 28 | 8% | 0% | -12% | -1% | 9% | -18%
COc1ccccc1N1CCN(C(CNS(=O)(=O)c2ccccc2)c2ccccc2)CC1 (stereo not drawn) | nt | 0% | -15% | -4 | 2 | 0% | 5% | 2% | 0% | -11% | nt
Cc1ccc(NC(=O)COc2ccc3c(c2)CCC3)nc1 | nt | -1% | 2% | -4 | 3 | -1% | nt | -10% | nt | 2% | nt
CCc1ccccc1Nc1nc(N)nc(COC(=O)C2CCN(C(=O)c3ccc(F)cc3)CC2)n1 | nt | -5% | 4% | -2 | -15 | 1% | nt | 10% | nt | -10% | nt
Cc1ccc(N2C(=O)N(CC(=O)N3CCCc4ccccc43)C(=O)C2C)cc1 (stereo not drawn) | -13% | 0% | 0% | 11 | 16 | -1% | 0% | 3% | -7% | -5% | 6%
Cn1c(Cl)c(/C=N/OC(=O)C(C)(C)C)c2ccccc21 | -12% | -4% | -1% | -3 | -11 | -9% | 8% | -13% | -6% | ? | 2%
O=C(c1cccs1)N1CCCC(N2CCN(c3ccc(F)cc3)CC2)C1 (stereo not drawn) | -8% | 4% | -3% | 68 | 3 | 2% | -4% | 4% | 1% | 9% | nt
CCOc1ccc(NC(=O)Nc2nc3ccc(S(C)(=O)=O)cc3s2)cc1 | 12% | 1% | -2% | 3 | 3 | -1% | 3% | -5% | 53%[activator] | ? | -2%
O=C(Nc1ccnn1C1CCN(Cc2ccccc2F)CC1)C1CCCC1 | nt | 4% | -1% | 0 | 7 | 0% | -1% | -18% | 2% | -4% | nt
CC(C(=O)Nc1ccccc1)c1ccc(-c2ccccc2)c(F)c1 (stereo not drawn) | ? | -1% | 3% | -3 | -38 | -11% | 0% | 1% | 5% | 6% | -5%
O=C(N/N=C1\CCc2ccccc21)c1ccc(O)cc1 | 1% | 1% | -2% | -1 | 11 | -1% | 4% | 5% | 0% | ? | -21%
CC(NC(=O)NCCCn1ccnc1)(C(F)(F)F)C(F)(F)F | 11% | 3% | 1% | -2 | 0 | 11% | 20% | 4% | 9% | 2% | 3%
Cc1ccc(C(=O)Nc2cc(=O)n(C)c(=O)n2C)cc1C | -5%[11.7 µM] | 4% | 1% | -9 | -3 | 2% | 2% | 15% | 6% | 2% | 1%
CC(C)(C)n1nnnc1CN1CCN(C2CCCC2)CC1 | 0% | 3% | -2% | 7 | 0 | 0% | 1% | -18% | -8% | 2% | 5%
